proKLK7 act: activates the human kallikrein-7 zymogen | activation, % at 7 µM | AID 652039 | hit rate 0.9% among 370,000 | P49862 | purified proKLK7, EDANS-DABCYL substrate fluorescence; 100% is mature enzyme control, 0% vehicle;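 active means activation above the mean of all tested compounds plus 3 SD, computed per campaign excluding outliers beyond control limits, cut at about 13% in these data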
GAA850 FXN act: activators of GAA850 frataxin (FXN) promoter. HEK293 lucGAA850 FXN promoter luciferase reporter, 24 h; percent of 10 µM SAHA response. activation, % at 6 µM. hit rate 0.56% among 360,000;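 active means activation above the average of all compounds screened plus 3 SD, cutoff fixed separately per campaign, cut at about 7.5% in these data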;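 further: 0% = DMSO wells and 100% = 10 µM SAHA wells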
ADAM10 inh: inhibits human ADAM10; hit rate 0.62% among 370,000; inhibition, % at 7 µM; recombinant ADAM10, EDANS/DABCYL FRET peptide cleavage, 3 h; O14672;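 active means inhibition above a per-campaign cutoff equal to the mean of compounds falling between control-based bounds plus 3 SD, cut at about 20% in these data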;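 further: 0% = DMSO wells while the 100% control is not disclosed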
GC-B act: GC-B (human) receptor activation; P20594; HEK293-GC-B cells, CNP EC30, cGMP TR-FRET; 0% at EC30 CNP, 100% saturating CNP; activation, % at 10 µM; hit rate 0.11% among 370,000; AID 1920062;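 active means activation at 10 µM reaching about 35% in either raw or pattern-adjusted values, limit read from the data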
rCAG binder: binds r(CAG) RNA repeats; r(CAG) RNA repeat, TO-PRO-1 dye displacement fluorescence; inhibition, % at 3 µM; hit rate 1.3% among 370,000;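 active means inhibition above the plate cutoff, the mean of all test compounds on that plate plus 3 SD, cut at about 35% in these data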;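 further: 0% = DMSO alone and 100% = 100 µM mitoxantrone as full dye displacement; higher means more dye released from RNA so lower well fluorescence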
sPLA2-III inh: Inhibits HGIII-sPLA2 liposome hydrolysis, primary screen | Q9NZ20 | QFRET BODIPY PC-A2 liposome hydrolysis, fluorescence | inhibition, % at 12.2 µM | hit rate 0.56% among 370,000 | AID 743126;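 active means inhibition above mean plus 3 SD of compounds lying within the high and low control bounds, cut at about 19% in these data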;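 further: 0% = median of test compound wells and 100% = no enzyme DMSO wells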
Target sequence (Q9NZ20 whole entry, looked up): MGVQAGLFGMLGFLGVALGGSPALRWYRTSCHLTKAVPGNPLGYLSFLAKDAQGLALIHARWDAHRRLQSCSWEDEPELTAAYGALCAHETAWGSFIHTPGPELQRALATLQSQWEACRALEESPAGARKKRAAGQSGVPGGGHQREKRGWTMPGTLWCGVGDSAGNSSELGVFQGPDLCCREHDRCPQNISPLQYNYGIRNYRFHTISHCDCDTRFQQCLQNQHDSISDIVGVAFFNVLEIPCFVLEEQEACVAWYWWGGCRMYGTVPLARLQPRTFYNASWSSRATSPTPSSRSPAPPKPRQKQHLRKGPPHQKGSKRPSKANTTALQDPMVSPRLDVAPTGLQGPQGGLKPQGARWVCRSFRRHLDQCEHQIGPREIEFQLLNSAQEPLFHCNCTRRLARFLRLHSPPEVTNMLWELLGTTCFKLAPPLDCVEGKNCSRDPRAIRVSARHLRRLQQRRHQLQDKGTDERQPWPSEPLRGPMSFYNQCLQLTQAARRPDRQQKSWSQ
NPR1 activator: GC-A (human) enzyme activation | HEK293 GC-A cells, cGMP TR-FRET, EC30 ANP; 0% at EC30 ANP, 100% saturating ANP | hit rate 0.14% among 370,000 | AID 1671463 | activation, % at 10 µM; in the data active means activation above about 40%
ASAP1 inh: ASAP1 ArfGAP inhibition. Q9ULH1. ASAP1-stimulated ARF1 GTP hydrolysis, GDP FP detection. inhibition, % at 16.5 µM. hit rate 0.19% among 360,000. AID 624377; in the data active means inhibition above about 25%;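 further: 0% = vehicle with enzyme and substrate and 100% = no enzyme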
Target sequence (Q9ULH1 325-724 limits assumed): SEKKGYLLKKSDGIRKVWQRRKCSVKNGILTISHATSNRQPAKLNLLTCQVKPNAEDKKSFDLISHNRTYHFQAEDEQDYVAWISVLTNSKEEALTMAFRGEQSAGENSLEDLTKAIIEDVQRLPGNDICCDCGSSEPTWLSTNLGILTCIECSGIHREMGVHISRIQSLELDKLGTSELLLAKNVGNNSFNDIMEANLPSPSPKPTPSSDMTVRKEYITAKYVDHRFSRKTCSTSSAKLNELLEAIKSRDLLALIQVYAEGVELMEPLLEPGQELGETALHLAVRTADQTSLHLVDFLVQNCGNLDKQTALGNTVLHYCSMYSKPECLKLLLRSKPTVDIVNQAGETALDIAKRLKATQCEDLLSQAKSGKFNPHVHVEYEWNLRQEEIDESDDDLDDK
ARFGAP1 inh: inhibits rat ARF GTPase activating protein 1 | Q62848 | inhibition, % at 16.5 µM | Arfgap1-stimulated ARF1 GTP hydrolysis, GDP FP detection | AID 651572 | hit rate 0.26% among 360,000;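 active means inhibition above a per-plate limit, mean inhibition of low control wells plus 3 SD, cut at about 25% in these data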;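 further: 0% = DMSO wells with enzyme and 100% = wells lacking Arfgap1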
Target sequence (Q62848 1-136 limits assumed): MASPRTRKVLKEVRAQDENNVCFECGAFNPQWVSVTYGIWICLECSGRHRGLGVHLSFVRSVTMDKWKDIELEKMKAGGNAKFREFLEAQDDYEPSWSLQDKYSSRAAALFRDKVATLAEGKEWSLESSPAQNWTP
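System: truncated rat Arfgap1 GAP domain / Benchmarks: high control wells lacking Arfgap1, low control full reaction with DMSO / Times: compound-enzyme preincubation 20 min, reaction 120 min, detection 60 min, 25 °C / Repeats: one replicate per compound / Also added: human ARF1(Δ1-17)-GTP substrate / Measured by: Tracer-displacement fluorescence polarization with EDTA stop, 620/688 nm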
Tn6 DDE FP: inhibitors of Tn6 peptide binding to human fibrin DD(E); hit rate 0.21% among 370,000; Fibrin DD(E) TRITC-Tn6 fluorescence polarization displacement; inhibition, % at 8.3 µM; AID 720509; P02675;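 active means inhibition above a per-campaign cutoff: mean of compounds within control limits plus 3 SD, cut at about 15% in these data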;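 further: 0% = median of all compound wells on the plate and 100% = blocking peptide control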
Active calls of the source: *; . = no result given.

Start of the listing, in advance:
SMILES	proKLK7 act	GAA850 FXN act	ADAM10 inh	GC-B act	rCAG binder	sPLA2-III inh	NPR1 activator	ASAP1 inh	ARFGAP1 inh	Tn6 DDE FP
CCc1noc(C)c1C(=O)OCC(=O)c1ccc(NC(C)=O)cc1F	-0.1	-3.0	-2.9	1.6	0.1	-6.6	-1.6	-4.4	-1.1	4.5
CCOC(=O)C1=C(C)NC(=O)NC1c1ccc(N(CC)CC)cc1 (stereo not drawn)	0.3	-1.1	12.2	-16.2	1.3	20.0*	-17.2	-0.8	-5.1	-10.3
COc1ccccc1NC(=O)C1=C(C)NC(SCC(=O)c2ccc(C)cc2)=C(C#N)C1c1ccco1 (stereo not drawn)	-16.3	.	3.4	6.2	25.2	-5.4	6.5	-13.4	4.3	1.2
CCOC(=O)c1cc2sccc2n1CC(=O)OC(C)C	0.5	4.3	1.4	-1.7	-4.5	-3.3	0.1	1.2	0.8	-10.0
CCOc1ccc(Nc2cc(=O)n(C)c(=O)n2C)cc1	0.0	2.6	0.1	1.8	0.8	6.0	-1.4	2.9	7.9	3.7
O=C(Nc1ccccc1F)C1CCCN1S(=O)(=O)c1cccc2nsnc12 (stereo not drawn)	0.2	-1.8	4.3	4.6	-0.1	-1.1	-1.4	-18.6	8.0	1.4
COC(=O)c1c(NC(=O)CCCC(=O)O)sc(C)c1C	0.6	2.4	-9.8	-4.0	3.2	-2.0	-2.5	4.1	8.4	-0.4

The list itself, repeating the preview:
SMILES	proKLK7 act	GAA850 FXN act	ADAM10 inh	GC-B act	rCAG binder	sPLA2-III inh	NPR1 activator	ASAP1 inh	ARFGAP1 inh	Tn6 DDE FP
CCc1noc(C)c1C(=O)OCC(=O)c1ccc(NC(C)=O)cc1F	-0.1	-3.0	-2.9	1.6	0.1	-6.6	-1.6	-4.4	-1.1	4.5
CCOC(=O)C1=C(C)NC(=O)NC1c1ccc(N(CC)CC)cc1 (stereo not drawn)	0.3	-1.1	12.2	-16.2	1.3	20.0*	-17.2	-0.8	-5.1	-10.3
COc1ccccc1NC(=O)C1=C(C)NC(SCC(=O)c2ccc(C)cc2)=C(C#N)C1c1ccco1 (stereo not drawn)	-16.3	.	3.4	6.2	25.2	-5.4	6.5	-13.4	4.3	1.2
CCOC(=O)c1cc2sccc2n1CC(=O)OC(C)C	0.5	4.3	1.4	-1.7	-4.5	-3.3	0.1	1.2	0.8	-10.0
CCOc1ccc(Nc2cc(=O)n(C)c(=O)n2C)cc1	0.0	2.6	0.1	1.8	0.8	6.0	-1.4	2.9	7.9	3.7
O=C(Nc1ccccc1F)C1CCCN1S(=O)(=O)c1cccc2nsnc12 (stereo not drawn)	0.2	-1.8	4.3	4.6	-0.1	-1.1	-1.4	-18.6	8.0	1.4
COC(=O)c1c(NC(=O)CCCC(=O)O)sc(C)c1C	0.6	2.4	-9.8	-4.0	3.2	-2.0	-2.5	4.1	8.4	-0.4
CCOC(=O)C1CCN(C(=O)c2cc3c(OC)c(OC)c(OC)cc3[nH]2)CC1	0.1	1.5	2.2	-5.7	-7.2	4.7	-6.4	5.2	-8.0	-3.8
Cc1ccc(-c2csc(NC(=S)NC(=O)c3cccs3)n2)cc1	0.4	1.0	9.8	-0.4	0.4	-2.6	7.0	0.9	0.1	-2.0
Cc1ccc(OCCNC(=O)c2cccc(Oc3ccc(C(F)(F)F)cc3[N+](=O)[O-])c2)cc1	0.1	0.0	5.7	1.3	3.2	5.3	3.5	6.5	4.5	8.4
C#CCNC(=O)C[C@H]1C(=O)N(CCCOC)C2=CCCCC[C@]21C(=O)OC	-0.2	.	6.0	1.8	3.8	11.3	3.1	.	.	-1.7
Nc1cc(N)nc(SCC(=O)NCc2ccc3c(c2)OCO3)n1	-1.0	1.0	-5.7	2.1	7.3	7.3	1.7	-2.6	-7.5	6.1
CCCCCCOc1ccc(N2C(=O)CC(SC(=NCC)NCC)C2=O)cc1 (stereo not drawn)	0.2	-0.3	5.2	-0.6	5.2	2.0	-2.2	2.9	6.0	6.9
c1ccc(N2[C@@H]3c4ccccc4C[C@H]2c2ccccc23)cc1	0.9	.	-15.7	-10.1	3.5	17.7	-14.1	-1.4	8.7	-0.3
CCCn1c(SCC(=O)NCC)nc2sc3c(c2c1=O)CCC3	-0.2	1.6	-4.6	-0.1	-0.6	18.0	-4.0	9.2	1.9	-12.7
CC(=O)c1sc(N/N=C\c2ccc(Br)cc2)nc1C	-0.8	4.8	-16.2	-14.5	16.9	-4.4	-9.1	8.7	14.0	-6.8
COc1ccccc1CCNC(=O)CCCn1nc(C)c2c(C)n(-c3ccc(C)cc3)nc2c1=O	0.5	-1.4	-8.6	-6.2	-6.1	2.0	-14.9	5.7	2.3	-6.5
COc1cccc([C@@H]2CC=C(C(=O)O)[C@H](c3ccc(Br)cc3)N2S(=O)(=O)c2ccc(C)cc2)c1	0.0	-2.2	-12.6	-0.9	23.1	-2.2	0.4	-6.1	-17.1	-4.7
Nc1scn[n+]1Cc1cccc2cccnc12	0.1	-0.7	3.5	0.1	2.6	6.1	2.9	-14.9	1.2	5.8
CCOC(=O)c1c(C)[nH]c(C)c1C(=O)COC(=O)c1cc2ccccc2cc1OC	0.8	1.6	-56.6	-6.8	0.5	-36.7	-11.4	13.6	17.6	-5.9
CC1(C(=O)NS(=O)(=O)c2cccc(OC(F)F)c2)CCN1C(=O)c1cccc(F)c1 (stereo not drawn)	0.0	0.2	-2.1	2.5	3.0	2.0	1.1	-11.8	-5.7	-7.8
COc1ccc(-c2cc(=O)[nH]c(NCc3ccccc3)n2)cc1	0.6	1.4	-20.7	-8.4	20.5	-33.1	3.0	6.5	5.7	2.9
COc1ccc(CN2CCOCCOCCOCCOCCOCC2)cc1	0.6	-1.7	-4.5	-3.7	-0.8	-3.8	-3.5	-0.9	-1.3	8.5
Cc1ccc(C2=NN(C(=O)CCCC(=O)O)C(c3ccco3)C2)cc1 (stereo not drawn)	-0.5	0.4	-10.3	-4.4	5.8	1.2	4.8	0.2	-1.2	3.3
O=C(COC(=O)/C=C/c1ccc(Cl)cc1Cl)Nc1cc(C(F)(F)F)ccc1N1CCOCC1	0.1	-0.2	3.6	0.7	0.2	-0.5	1.4	10.6	7.9	10.8
COc1ccccc1CC(=O)NC1CCCCCC1	-0.4	-1.3	-2.5	2.9	-3.8	12.8	6.5	-0.1	-1.9	-5.8
O=C(Nc1c2c(nc3ccccc13)CCCC2)c1ccccc1Cl	-0.2	1.8	0.8	-1.1	4.8	0.1	0.4	11.3	4.1	0.4
N#C/C(=C\c1ccc(C(=O)O)cc1)c1ccccn1	0.2	-0.4	-4.2	-1.5	0.4	2.0	-0.8	9.7	7.7	-5.1
O=S(=O)([N-]c1nc2ccccc2nc1-[n+]1ccccc1)c1ccc(F)cc1	0.4	-0.1	-4.1	-4.2	0.8	11.8	-3.0	12.7	-0.6	4.9
CCOC(=O)c1c(S(=O)(=O)NCC(=O)N2CCN(c3ccc(F)cc3)CC2)c(C)n(C)c1C	0.4	0.6	7.4	-2.3	-1.9	-1.2	3.5	-2.3	1.3	0.3
CS(=O)(=O)NCC(c1cccnc1)N1CCN(c2ccc(F)cc2)CC1 (stereo not drawn)	-0.1	-0.5	-1.9	4.7	3.0	-5.5	-2.0	-8.8	7.5	0.9
O=C(NCCC1CCCCN1S(=O)(=O)c1ccccc1)C(=O)NCCN1CCOCC1 (stereo not drawn)	0.1	1.6	-3.0	0.6	-4.3	6.2	3.3	-6.0	-0.4	1.7
CC(C)CCn1c(=O)c2sccc2n2c(CCCC(=O)N3CCC(N4CCCCC4)CC3)nnc12	0.3	1.3	-13.6	0.2	-8.8	-1.3	6.2	9.3	11.3	-1.6
Cc1nc(Oc2ccccc2)c2oc3ccccc3c2n1	0.5	0.4	-2.6	-2.6	0.4	-2.3	2.0	11.0	5.6	0.0
Cc1cc(O)c(S(=O)(=O)c2ccccc2)c(C)c1NS(=O)(=O)c1ccccc1	-0.1	-0.1	16.2	2.3	3.2	-6.5	4.6	-1.4	4.0	-8.4
COc1ccccc1/C=C/C=N/NC(=O)CC1C(=O)NN=C1C (stereo not drawn)	-0.4	-1.4	-16.6	4.8	-1.6	-10.8	-2.1	11.7	-7.6	1.2
COc1ccc(Cc2cnc(N)s2)cc1	0.1	0.5	-6.6	-1.6	2.2	-3.0	0.3	7.2	9.5	-1.5
COc1ccc(NC(=O)C2CCCN(S(=O)(=O)c3cccs3)C2)cc1OC (stereo not drawn)	0.1	0.1	-2.0	-0.8	0.0	1.9	-3.6	7.7	16.6	1.0
Cc1cc2cc(C)c3nnc(SCc4ccccn4)n3c2cc1C	0.2	1.1	-6.6	7.3	2.1	4.2	5.8	-2.6	2.6	-0.8
Cc1ccnc(NC(=O)c2ccc(S(=O)(=O)N3CCC(C)CC3)cc2)c1	-0.3	1.9	-1.0	0.4	-5.3	-5.4	2.4	-17.1	-2.4	-7.8
CC1(C)NC(=O)N(CC(=O)N2CCN(c3cccc(C(F)(F)F)c3)CC2)C1=O	0.0	-0.7	-14.5	-1.0	-2.8	11.2	0.2	3.0	-7.2	1.2
Cc1ccc(C2N3CC4([N+](=O)[O-])CN2CC([N+](=O)[O-])(C3)C4(C)C)cc1 (stereo not drawn)	-0.5	3.0	-1.2	4.3	-3.8	11.2	0.2	-6.5	11.3	4.6
COc1cccc(NC(=O)CN(C)C(C)C(=O)Nc2ccc(C#N)cc2)c1 (stereo not drawn)	-0.1	1.2	4.3	-2.5	-2.5	-6.9	-0.9	-1.4	-7.6	2.0
CN(C)C(=O)CSc1nnc(-c2cccs2)n1-c1ccccc1	0.3	-0.6	2.6	0.4	-6.0	-1.1	1.5	11.3	-4.9	4.2
O=C(/C=C/c1ccccc1)N1CCC(Cc2ccccc2)CC1	0.5	0.6	-0.2	5.2	-7.9	-1.6	-0.2	10.9	6.3	0.8
CCCCCCCCCCCCCCCC[n+]1cccc2ccccc21	-0.2	-7.3	9.5	15.0	8.4	-2.3	-8.4	-7.1	-9.2	-3.6
COc1ccccc1-c1cc(C(F)(F)F)nc(S(=O)(=O)CCCC(=O)Nc2cc(C)on2)n1	-0.2	-3.7	-10.1	9.7	-1.3	-3.7	76.4*	1.6	4.8	6.4
COC(=O)c1ccc(CN2C(=O)c3ccccc3C2=O)cc1	0.0	1.6	-5.4	-0.2	-4.5	0.3	1.0	4.8	-12.1	7.4
Cc1ccc(OCCCC(=O)Nc2ccc(S(=O)(=O)Nc3ccccn3)cc2)cc1	-0.2	0.7	1.0	0.2	0.1	8.7	5.2	8.1	2.2	2.6
Cc1cc(C)nc(SCC(=O)Nc2cc(C)on2)n1	-0.9	1.6	3.2	-3.4	0.5	2.3	2.0	-1.1	3.4	-3.6
Cc1ccc(C(=O)N/N=C/c2ccc(-c3ccccc3[N+](=O)[O-])o2)cn1	0.3	1.1	4.1	-3.5	5.8	-5.6	-3.3	2.7	20.3	8.3
Cc1cc([N+](=O)[O-])nn1CCCC(=O)Nc1cc(Oc2ccccc2)cc([N+](=O)[O-])c1	0.6	0.3	8.1	0.4	3.1	7.2	4.3	6.8	9.9	-2.5
